From PubChem BioAssay
PMI act hi M6P = activators of human phosphomannose isomerase at near-saturating mannose 6-phosphate. P34949. coupled PMI enzyme assay, resazurin fluorescence, 20 min; hits give high values; 1 = untreated enzyme, 0 = substrate-free blank. activation factor at 20 µM. 190,000 compounds, 0.34% hits;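 active = activation factor of 2 or more at 20 µM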
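Technique: Diaphorase-driven resazurin-to-resorufin fluorescence, excitation 544, emission 590 nm | Assay system: Human PMI in coupled enzyme assay | Times: Enzyme reaction with compound 20 min at room temperature | Medium: HEPES-buffered pH 7.4 with magnesium and detergent | Reagent: Mannose-6-phosphate 1.0 mM (near-saturating) plus 0.22 mM NADP+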
PMI activator = phosphomannose isomerase (human) activation. purified human PMI, coupled resazurin fluorescence, 20 min; hits give high values; 1 = vehicle control, 0 substrate-free wells. activation factor at 20 µM. 190,000 compounds, 0.005% hits. AID 1214;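 active = activation factor of 2 or more at 20 µM, relative to plate controls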
Efa HMGR inh = blocks class II HMG-CoA reductase of Enterococcus faecalis | purified E. faecalis HMGR, NADPH absorbance 340 nm kinetic | inhibition, % at 10 µM | 190,000 compounds, 0.41% hits;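 active = inhibition above a set limit, the median over all tested compounds plus 3 SD, cut at about 9.5% in these data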;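 note: enzyme runs in reverse so mevalonate oxidation gives rising NADPH absorbance; 0% = complete reaction with DMSO and 100% = background rate lacking mevalonate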
TNAP inh no acc = blocks human TNAP activity with no phosphate acceptor present. purified TNAP, CDP-star luminescence, 30 min. inhibition, % at 20 µM. 200,000 compounds, 0.26% hits. AID 1012;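 active = tissue-nonspecific alkaline phosphatase inhibition above about 50% at 20 µM in the single-dose screen, limit read from the data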;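 note: 0% = DMSO negative control and 100% = EDTA positive control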
Target sequence (P05186 whole entry, looked up): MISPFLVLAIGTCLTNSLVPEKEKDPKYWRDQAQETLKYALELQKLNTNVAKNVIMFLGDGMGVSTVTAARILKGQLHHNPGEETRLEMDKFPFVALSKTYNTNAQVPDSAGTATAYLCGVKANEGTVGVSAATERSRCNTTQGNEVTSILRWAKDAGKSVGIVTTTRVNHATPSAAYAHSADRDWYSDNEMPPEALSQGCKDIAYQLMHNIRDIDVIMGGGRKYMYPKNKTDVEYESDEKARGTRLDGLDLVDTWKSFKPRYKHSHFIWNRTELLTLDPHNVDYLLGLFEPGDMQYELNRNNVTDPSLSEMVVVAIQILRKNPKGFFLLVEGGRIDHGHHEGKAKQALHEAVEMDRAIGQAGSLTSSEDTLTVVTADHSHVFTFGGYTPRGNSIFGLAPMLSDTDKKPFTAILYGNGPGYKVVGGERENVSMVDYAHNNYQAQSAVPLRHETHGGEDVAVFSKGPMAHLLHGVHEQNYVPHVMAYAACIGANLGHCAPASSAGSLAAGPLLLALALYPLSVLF
FLuc act counter = affects firefly luciferase, flagging false hits in luciferase stimulation screens. P08659. ATPlite luciferase biochemical, luminescence, 10 min; 0 = ATP-free wells, 1 = DMSO control. activation factor at 10 µM. 200,000 tested, under 10 active. AID 1027;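 active = luciferase activation factor, scaled between plate controls, of at least 2 with compound at 10 µM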
Target sequence (P08659 whole entry, looked up): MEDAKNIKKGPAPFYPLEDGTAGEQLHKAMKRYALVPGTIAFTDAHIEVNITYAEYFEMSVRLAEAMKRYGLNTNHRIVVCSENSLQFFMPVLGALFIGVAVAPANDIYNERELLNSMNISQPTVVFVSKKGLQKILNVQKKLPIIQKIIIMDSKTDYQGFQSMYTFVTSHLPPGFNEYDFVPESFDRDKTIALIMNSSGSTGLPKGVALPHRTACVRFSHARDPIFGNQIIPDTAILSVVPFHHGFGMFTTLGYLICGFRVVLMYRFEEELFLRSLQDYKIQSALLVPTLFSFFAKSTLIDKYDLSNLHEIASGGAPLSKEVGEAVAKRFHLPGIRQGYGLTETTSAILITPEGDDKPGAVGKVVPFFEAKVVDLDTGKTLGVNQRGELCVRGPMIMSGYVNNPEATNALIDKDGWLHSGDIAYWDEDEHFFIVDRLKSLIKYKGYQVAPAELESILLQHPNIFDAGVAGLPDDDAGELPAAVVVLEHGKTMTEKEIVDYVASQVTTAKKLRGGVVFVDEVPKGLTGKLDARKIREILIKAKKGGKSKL
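assay system = Luciferase/luciferin detection reagent, cell-free biochemical luciferase assay | also added = ATP substrate | times = 10 min post-reagent at room temperature | measured by = luminescence from luciferase reaction | measure = luciferase activation, seen as luminescence increase over controls | benchmarks = low control with PBS replacing ATP, high control enzyme plus ATP without compound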
G6PDH counter = L. mesenteroides G6PDH inhibition counter-screen | Purified L. mesenteroides G6PDH, diaphorase/resazurin coupled fluorescence, 45 min | inhibition, % at 5 µM | AID 1020 | 200,000 compounds, 0.12% hits; in the data active = inhibition above about 50%
Diaphorase act = activates diaphorase or chemically reduces, flagging diaphorase assay artifacts | 190,000 compounds, 0.005% hits | Diaphorase/resazurin coupled assay, resorufin fluorescence, 16 min; hits give high values; 1 = vehicle wells, 0 = NADH-free wells | AID 1229 | activation factor at 20 µM;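 active = diaphorase activity raised at least twofold by the compound at 20 µM; inactive = activation factor below 2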
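Measured by – red resorufin fluorescence at 544/590 nm excitation/emission · Test system – Clostridium kluyveri diaphorase, purified enzyme · Incubation – reaction time 16 min, room temperature · Buffer or medium – 50 mM HEPES pH 7.4 with 4.542 mM MgCl2, 0.005% Tween 20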
TNAP act hi DEA = increases human TNAP activity under high phosphate acceptor concentration; P05186; purified TNAP, CDP-star luminescence, 1 M DEA, 30 min; hits give high values; 0 = EDTA background, 1 = DMSO-only activity; activation factor at 20 µM; 200,000 tested, under 10 active; AID 1136;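 active = activation factor at least 2 at 20 µM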
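Measured by: Luminescent substrate turnover signal | Test system: Human TNAP | Input: TNAP 1/800 final | Dosing: 20 µM single point | Schedule: 30 min, room temperature | Controls: EDTA wells as negative control, DMSO wells as positive control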
Diaph inh CS = inhibits diaphorase or chemically oxidizes, flagging diaphorase assay artifacts; inhibition, % at 20 µM; AID 1217; diaphorase resazurin-to-resorufin fluorescence, NADH, 16 min; bacterial (C. kluyveri) enzyme, not human; 190,000 compounds, 0.69% hits;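 active = primary screen inhibition at 20 µM above a set limit, cut at about 50% in these data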;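 note: plate controls were DMSO with full reaction for no effect and wells lacking NADH for full effect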
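material = Clostridium kluyveri diaphorase enzyme | amount = 0.14 U/mL diaphorase, enzyme working solution | schedule = incubation 16 min, room temperature | detection = fluorescence of resorufin formed from resazurin, Ex 544/Em 590 nm | benchmarks = positive control minus NADH, DMSO neutral control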
TNAP inh hiacc = blocks human TNAP under high phosphate acceptor concentration. inhibition, % at 20 µM. AID 1135. purified TNAP, CDP-star luminescence, 1 M DEA. 200,000 compounds, 0.03% hits;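 active = over 50% inhibition of tissue-nonspecific alkaline phosphatase at 20 µM in the single-dose screen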;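 note: plate controls were DMSO wells for no effect and EDTA-quenched wells as full inhibition for full effect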
* marks the source's active call; other numbers are inactive results; · = not tested or not shown.

SMILES | PMI act hi M6P | PMI activator | Efa HMGR inh | TNAP inh no acc | FLuc act counter | G6PDH counter | Diaphorase act | TNAP act hi DEA | Diaph inh CS | TNAP inh hiacc
CCOC(=O)N1CCN(C(=O)Cc2ccc(-n3c(=S)[nH]c4ccccc4c3=O)cc2)CC1 | 0.9 | 1 | -3 | -5 | 1.1 | 5 | 0.5 | 1.1 | 51* | -7
CN1C(=S)SC(C)(C)C1N(O)C(=O)Nc1ccc(Cl)cc1 (stereo not drawn) | 0.9 | 0.8 | -4 | 3 | 1 | 19 | 0.9 | 0.9 | 10 | 8
CCN(Cc1ccccc1)Cc1nnnn1Cc1ccccc1 | 0.9 | 0.9 | -5 | -12 | 1.1 | 1 | 0.8 | 1.1 | 23 | -9
CCOc1ccc(CCNC(=O)C2CCC(=O)N2CCc2ccccc2)cc1OCC (stereo not drawn) | 1 | 1 | 0 | -16 | 1 | 6 | 0.9 | 1 | 10 | -5
COc1cccc(CN2CCN(Cc3nc(C(C)C)cs3)CC2CCO)c1 (stereo not drawn) | · | · | -3 | -11 | 1.1 | 8 | · | 1 | · | -4
N#Cc1cn(Cc2ccccc2)c2ccccc12 | 0.8 | 0.8 | -1 | -6 | 1 | -3 | 0.8 | 1 | 18 | 0
COC(=O)C1=C(C)NC(C)=C(C(=O)OC)C1c1cc2ccc(C)cc2[nH]c1=O | 0.7 | 1 | -4 | -14 | 1 | 5 | 0.8 | 1 | 20 | 0
O=C(CC12CC3CC(C1)CC(CC(=O)N1CCCC1)(C3)C2)N1CCCC1 | 0.9 | 1 | 0 | -12 | 1 | 2 | 0.9 | 1 | 11 | -5
CCC(C)[C@H](NC(=O)NCCCn1ccnc1)C(=O)OC (stereo partly drawn) | 1.1 | 1.1 | 5 | -3 | 1.1 | 10 | 0.9 | 1 | 12 | -4
COC1=CCC2([N+](=O)[O-])CN(CCO)CC1([N+](=O)[O-])C2 (stereo not drawn) | 1 | 1 | -7 | -13 | 1 | 30 | 1 | 1 | 0 | 0
COc1ccc2nc(NC(=O)c3ccoc3C)sc2c1 | 0.9 | 0.9 | -2 | -5 | 0.5 | -38 | 0.9 | 1 | 8 | 0
O=C(Nc1cccc(Cl)c1)c1ccc(F)c(S(=O)(=O)NCc2ccc3c(c2)OCO3)c1 | 0.9 | 0.8 | -8 | -1 | 1 | -3 | 0.8 | 1 | 23 | 0
C=CCNC(=O)C(=O)NN=C1CCN(C)CC1 | 1.1 | 1 | -22 | -9 | 1.1 | 3 | 0.9 | 1.1 | 12 | -6
Cc1cccc(NC(=O)CCc2ccc(C)o2)c1 | 1 | 1 | -2 | -2 | 1 | 2 | 0.9 | 1 | 14 | 0
Cc1ccc(S(=O)(=O)Cn2nnnc2C(C)N2CCN(C(=O)c3ccco3)CC2)cc1 (stereo not drawn) | 0.9 | 0.9 | 1 | -6 | 1 | 7 | 0.8 | 1 | 21 | -4
CCn1c([N+](=O)[O-])nc2c1c(=O)[nH]c(=O)n2C | 0.6 | 1.1 | 3 | -5 | 1 | 15 | 1 | 1 | -4 | -1
O=C(c1ccc(=O)[nH]c1)N(Cc1ccco1)C1(C(=O)NC2CCCCC2)CCCCC1 | 0.9 | 0.8 | -1 | -8 | 1.1 | -12 | 0.8 | 1 | 19 | -5
Cn1c(COc2ccc(Cl)cc2)nnc1SCc1ncc(-c2ccccc2)o1 | 1 | 1 | -1 | -7 | 1 | 6 | 0.9 | 1.1 | 6 | -6
CC(C)(C)OC(=O)N1CCCC(C(=O)CC#N)C1 (stereo not drawn) | 1 | 1 | 1 | -9 | 1.1 | 1 | 0.8 | 1.1 | 19 | -6
COc1cc(Cl)c(C)cc1NC(=O)Cc1ccc(OC)c(OC)c1 | 0.8 | 0.8 | -5 | -1 | 1 | 18 | 0.9 | 1 | 10 | -2
O=C1CCCC2=C1C(c1cccs1)Nc1ccc3ncccc3c12 (stereo not drawn) | 0.8 | 0.9 | 1 | -8 | 1.1 | 3 | 1 | 1 | 3 | -1
CS(=O)(=O)N1CCN(C(=O)c2cc3ccccc3oc2=O)CC1 | 1 | 0.9 | -7 | -6 | 0.9 | 7 | 0.9 | 1 | 12 | 0
CCCCNc1c([N+](=O)[O-])cc(C(=O)O)cc1[N+](=O)[O-] | 1.1 | 1.1 | -2 | 0 | 1 | -2 | 0.9 | 0.9 | 11 | 8
CCCNC(=O)C1CN(S(=O)(=O)c2ccccc2)CCN1S(=O)(=O)c1ccccc1 (stereo not drawn) | 0.9 | 0.8 | -3 | -16 | 1.1 | -8 | 0.8 | 1 | 25 | -4
COc1ccc(OC)c(NC(=O)CSc2nnc(-c3cccnc3)s2)c1 | 1 | 1 | 4 | -13 | 1 | -1 | 0.6 | 1 | 38 | -2
CS(=O)(=O)c1cnc(-c2ccccc2)nc1-c1ccc(Cl)c(Cl)c1 | 1.1 | 1.1 | -2 | -10 | 1.1 | 9 | 1 | 1.1 | -1 | -6
COCCN1CCn2c(nc3cc(NC(=O)c4ccc(OC)cc4)ccc32)C1 | 1.7 | 1.3 | 0 | 0 | 1 | 2 | 1 | 1 | 1 | 2
O=C(O)CCCCNS(=O)(=O)c1ccc(Cl)c(C(F)(F)F)c1 | 0.9 | 0.9 | 1 | -5 | 1 | 4 | 0.9 | 1 | 13 | 1
Cc1cccc(N2CCN(S(=O)(=O)c3ccc4[nH]c(=O)c(=O)[nH]c4c3)CC2C)c1 (stereo not drawn) | 1 | 1 | 1 | -36 | 1.1 | 7 | 0.8 | 1 | 20 | -3
CCOC(=O)C1=NNC2C(=O)N(CC)C(=O)C12 (stereo not drawn) | 1 | 1 | -5 | -5 | 1 | 4 | 0.9 | 1 | 7 | 0

Compound profiles (already shown):
Shown for COCCN1CCn2c(nc3cc(NC(=O)c4ccc(OC)cc4)ccc32)C1 : PMI act hi M6P = 1.7; PMI activator = 1.3; Efa HMGR inh = 0; TNAP inh no acc = 0; FLuc act counter = 1; G6PDH counter = 2; Diaphorase act = 1; TNAP act hi DEA = 1; Diaph inh CS = 1; TNAP inh hiacc = 2
Shown for COc1ccc(OC)c(NC(=O)CSc2nnc(-c3cccnc3)s2)c1 : PMI act hi M6P = 1; PMI activator = 1; Efa HMGR inh = 4; TNAP inh no acc = -13; FLuc act counter = 1; G6PDH counter = -1; Diaphorase act = 0.6; TNAP act hi DEA = 1; Diaph inh CS = 38; TNAP inh hiacc = -2

The list goes on:
SMILES | PMI act hi M6P | PMI activator | Efa HMGR inh | TNAP inh no acc | FLuc act counter | G6PDH counter | Diaphorase act | TNAP act hi DEA | Diaph inh CS | TNAP inh hiacc
C=CCN(C)NC(=S)Nc1ccccc1 | 1 | 0.9 | -1 | -20 | 1.1 | -6 | 0.9 | 1 | 10 | -3
Cc1ccccc1NC(=O)CN1C(=O)COc2ccc(Cl)cc21 | 1 | 1 | 2 | -16 | 1.1 | -2 | 0.8 | 1.1 | 22 | -11
Cc1cc(C(=O)CN2C(=O)NC3(CCCc4sccc43)C2=O)c(C)n1-c1ccc(Cl)cc1 (stereo not drawn) | 0.9 | 0.9 | -8 | -5 | 1.1 | 17 | 0.7 | 1 | 25 | 2
CC1(C)CC(CCC(=O)NC(=S)Nc2ccccc2Cl)C(=O)O1 (stereo not drawn) | 1 | 1 | -1 | -2 | 1 | -2 | 0.9 | 1 | 7 | 1
N#Cc1ccccc1Cn1c(=O)n(-c2ccc(CC(=O)NCc3ccco3)cc2)c(=O)c2sccc21 | 0.9 | 0.9 | -6 | -9 | 1.1 | -4 | 0.9 | 1 | 13 | -4
COc1ccc(C2(c3ccc(OC)cc3)NC(=O)N(Cn3nnc4ccccc4c3=O)C2=O)cc1 | 0.9 | 0.9 | 0 | 1 | 1 | -1 | 0.8 | 1 | 18 | 1
Cc1ccccc1N(CC(=O)O)S(C)(=O)=O | 1.1 | 1.2 | -4 | -6 | 1 | 5 | 1 | 1 | -3 | -1
Cc1ccc2[nH]c3c(=O)n(CCN4CCNCC4)cnc3c2c1 | 0.8 | 0.7 | -3 | 3 | 1 | 12 | 0.8 | 1 | 16 | -1
COC(=O)c1cn(C)c2ccc(S(=O)(=O)N3CC(C)CC(C)C3)cc2c1=O (stereo not drawn) | 1.1 | 1.1 | 1 | -9 | 1.1 | 7 | 1.2 | 1.1 | -20 | -6
Cc1ccccc1CSc1nncn1N | 0.8 | 0.8 | -5 | -9 | 1 | 8 | 0.9 | 1 | 14 | -2
c1csc(-c2nnc(NC3CCCCC3)c3ccccc23)c1 | 1 | 0.8 | -9 | -4 | 0.9 | 1 | 0.8 | 1 | 22 | -3
O=C(NCCc1ccccc1)c1cc(-c2ccco2)on1 | 1 | 0.9 | 0 | -5 | 0.9 | 3 | 0.9 | 1 | 14 | 5
CSc1nc(N(C)NC(=O)c2ccc(Cl)cc2)c2ccccc2n1 | 0.9 | 0.9 | 1 | -9 | 1.1 | -32 | 0.8 | 1.1 | 24 | -5
Cc1ccc(-n2c3c(c(=O)[nH]c2=O)C(NS(=O)(=O)c2ccc(Cl)cc2)(C(F)(F)F)C(=O)N3)cc1 (stereo not drawn) | 1.1 | 1 | 4 | 4 | 1 | -11 | 0.8 | 1 | 22 | 0
Cn1c(SCC(=O)N/N=C/C=C/c2ccco2)nc2ccccc21 | 0.5 | 1 | -1 | 0 | 1 | -6 | 0.7 | 1 | 33 | 2
CC(C)(C)NC(=O)CSc1nncn1NCc1c(Cl)cccc1Cl | 0.9 | 0.9 | -5 | -2 | 1 | 9 | 0.9 | 1 | 14 | 2
O=C(Oc1ccccc1C(=O)Oc1ccccc1)c1cccnc1 | 1 | 1 | -9 | -10 | 1.1 | 2 | 0.9 | 1 | 7 | -2
CCn1c(O)c(C(C#N)=C2N=c3ccccc3=N2)c2ccccc21 | 0.8 | 0.9 | 3 | 16 | 1 | 8 | 0.8 | 0.8 | 17 | 20
COc1ccc(S(=O)(=O)Nc2cc(C(=O)NC3CCCCCC3)ccc2N2CCOCC2)cc1 | 0.9 | 0.9 | 0 | -9 | 1 | 2 | 0.7 | 1 | 32 | -1
CCc1ccc(/C=C2/C(=O)N(C)C(=S)N2CC(=O)OC)s1 | 0.9 | 0.9 | -7 | -1 | 1.1 | 3 | 0.8 | 0.9 | 18 | 5
